F508del corr = CFTR F508del correction in bronchial cells; CFBE cells, YFP halide quenching; stimulated with forskolin plus potentiator P3; % fluorescence drop versus neutral controls; activity (quench increase), % at 7.58 µM; 350,000 compounds, 0.36% hits; AID 720511;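 active = mean added fluorescence quench of at least 8% versus neutral control, with both replicates also reaching 8%; inconclusive = only one of the mean or replicate conditions met; inactive = mean below 8% and not both replicates reaching 8%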;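 also: cells transiently co-express mutant CFTR-F508del with the halide-sensitive YFP; corrector assay measuring rescue of mutant channel to the surface after 24 h compound exposure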
XiGFP reactiv = X-chromosome reactivation activator; XiGFP mouse fibroblasts, % GFP-positive cells imaging, 3 d; cells co-treated with 5-aza-dC sensitizer; scaled so ellipticine positive control = 100%; activation, % at 7.58 µM; 360,000 compounds, 0.055% hits; AID 743238;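 active = mean normalized replicate activation at least 10% and every replicate at or above 10%; inconclusive = only one of the two criteria met; inactive = mean below 10% and not all replicates reach 10%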;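 also: 0% = median of on-plate neutral control wells and 100% = ellipticine 6 µM median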
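Schedule: 3 d treatment, 15 min room-temperature fixation; system: 68-5-11 XiGFP fibroblast line; buffer or medium: DMEM plus 5-aza-dC sensitizer; control set: ellipticine 6 µM positive control; compound: one concentration, pinned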
PAX8 inh HTS = lowers PAX8-driven luciferase in RMG-I cells. inhibition, % at 12.6 µM. 360,000 compounds, 1.2% hits. RMG-I TPO-luciferase reporter, SteadyGlo, 24 h;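 active = mean replicate inhibition at least 60% with every replicate also reaching 60%; inconclusive = only one of the two criteria is met; inactive = mean below 60% and not all replicates reaching 60%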;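 also: luciferase light reporting Pax8 driven TPO promoter activity; plate controls were median of neutral control wells for no effect and mitoxantrone controls for full effect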
EWS-Fli block = blocks EWS/Fli oncoprotein-driven transcription. A673 NR0B1-luciferase reporter, viability-normalised. inhibition, % at 12.6 µM. 350,000 compounds, 0.67% hits;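 active = mean inhibition of at least 50% after viability correction, with every replicate also passing that limit; inconclusive = mean reaches 50% but only one of two replicates passes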;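 also: firefly luciferase signal divided by Alamar Blue viability fluorescence both relative to DMSO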
DENV2 CPE rescue = inhibitors of DENV2 cytopathic effect. DENV2-infected cells, cytopathic effect rescue, plate reader. CPE inhibition, % at 9.99 µM. 350,000 compounds, 1.7% hits. AID 651640; in the data active = CPE inhibition above about 20%, passing the limit was not always enough; inconclusive = no clear call, values can overlap the other calls; tested in BHK-21 cells;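 also: 0% = median of neutral control wells and 100% = median of positive control wells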
ARNT TACC3 PPI = ARNT/TACC3 interaction disruption. AlphaScreen His-ARNT PAS-B/GST-TACC3 binding, luminescence; TACC3 fragment carries E629A point mutation. inhibition, % at 9.99 µM. 390,000 compounds, 0.66% hits. AID 623870;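 active = mean inhibition of replicates at least 50% and at least half of replicates each reaching 50%; inconclusive = half or more replicates reach 50% but mean below 50%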;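 also: 0% = complete ARNT plus TACC3 wells and 100% = ARNT alone without TACC3; many hits fall short of the cut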
INS-1E GSIS act = primary screen for activators of insulin secretion dependent on glucose, INS-1E cells, GLuc reporter luminescence. activation, % at 16.6 µM. 370,000 compounds, 0.61% hits. INS-1E GLuc reporter insulin secretion, 2-3 h;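 active = lowest replicate activation of at least 40%, so every replicate reaches that level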;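 also: 0% = median of neutral control wells and 100% = median of IBMX positive control wells; some compounds called inactive have numbers as strong as hits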
ERp5 inh = inhibitors of human ERp5 | ERp5 insulin aggregation, absorbance 650 nm, 90 min | inhibition, % at 9.99 µM | AID 651711 | 350,000 compounds, 0.05% hits;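 active = mean replicate inhibition above about 25%, with every replicate also reaching it, limit read from the data, passing the limit was not always enough; inconclusive = only one of those two criteria met; inactive = neither criterion met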
Target sequence (Q15084 whole entry, looked up): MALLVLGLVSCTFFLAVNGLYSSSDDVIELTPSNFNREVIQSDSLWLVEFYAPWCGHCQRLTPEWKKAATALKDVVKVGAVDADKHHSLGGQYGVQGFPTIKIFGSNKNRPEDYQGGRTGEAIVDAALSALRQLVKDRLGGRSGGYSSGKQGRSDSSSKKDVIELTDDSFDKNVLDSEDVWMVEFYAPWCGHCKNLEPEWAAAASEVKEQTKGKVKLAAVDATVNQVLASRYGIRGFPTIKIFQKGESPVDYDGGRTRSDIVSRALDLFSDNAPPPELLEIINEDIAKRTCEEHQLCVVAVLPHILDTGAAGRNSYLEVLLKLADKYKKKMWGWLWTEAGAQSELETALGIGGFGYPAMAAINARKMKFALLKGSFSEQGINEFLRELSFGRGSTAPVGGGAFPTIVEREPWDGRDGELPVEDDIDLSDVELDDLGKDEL
An asterisk follows results filed as active; ? = inconclusive; / = not tested or not shown.

Each structure is followed by: DENV2 CPE rescue, PAX8 inh HTS, ARNT TACC3 PPI, F508del corr, XiGFP reactiv, INS-1E GSIS act, EWS-Fli block, ERp5 inh
- C[C@H](CO)N1C[C@H](C)[C@@H](CN(C)S(=O)(=O)c2ccccc2F)Oc2ncc(C#Cc3ccncc3)cc2C1=O
 : -15.6, /, -2.1, 0.0, 0.3, -17.6, 15.6, -3.0
- CS(=O)(=O)N1CC(=O)N2[C@H](CO)[C@@H](c3ccc(C#CCc4ccccc4)cc3)[C@H]2C1
 : -5.9, -2.2, /, -0.7, 0.2, -6.3, -8.3, -1.9
- CC1CCCCC1NC(=O)CN1C(=O)c2ccccc2S1(=O)=O (stereo not drawn)
 : -0.7, -11.4, -1.5, -2.8, -0.1, 12.8, -0.6, -1.1
- Cc1ccccc1OCc1nc(-c2cccnc2)no1
 : -3.0, -45.1, 2.3, 2.9, 0.2, 0.5, -94.7, 1.2
- COc1ccc(C(=O)Cn2nnc(-c3ccccc3-n3cnnn3)n2)cc1
 : 1.8, /, 28.4, 2.0, /, -2.9, -1.8, -1.3
- CC1CCCC(C)N1C(=O)CSc1nnc(COc2ccc(F)cc2)o1 (stereo not drawn)
 : ?, -6.1, -1.5, -0.9, 0.0, 15.0, 0.7, 3.1
- COc1ccccc1C(=O)N/C(=C\c1ccccc1)C(=O)NCc1ccco1
 : 3.2, -25.9, -2.9, 1.1, 0.0, -2.7, 7.8, -1.7
- CC(C)C[C@@H]1CN(CCCC[C@H]2CNC(=O)C(=O)N2CCC2CCCCC2)C(=O)C(=O)N1Cc1ccccc1
 : 24.1*, 3.9, /, -3.6, -0.1, -31.2, 8.7, -5.7
- CCn1cc(C(=O)O)c(=O)c2cc(F)c(N3CCN(C(=S)Nc4ccccc4OC)CC3)cc21
 : 10.3, -0.2, -3.1, 0.8, -0.1, 30.7, 2.0, ?
- C[C@@H]1CCCCO[C@H](CN(C)C(=O)Nc2ccc(F)cc2)[C@@H](C)CN([C@@H](C)CO)C(=O)c2cc(N(C)C)ccc2O1
 : /, -4.6, /, -2.0, -0.6, -1.4, -3.7, /
- COc1ncnc2c1ncn2CCCN(C)CCc1ccccn1
 : 0.1, -9.3, /, -2.1, 0.1, -4.0, -1.6, 1.2
- O=C(CNc1ccc(F)cc1)N/N=C/C1CC=CCC1 (stereo not drawn)
 : 4.7, -13.2, -4.7, -2.6, 0.1, -13.6, 5.7, -7.6
- Cc1ccc(-c2cc3c(n2-c2ccc(C(=O)O)cc2)CCCC3=O)cc1
 : /, -16.5, 4.7, /, 0.1, 28.1, /, /
- Cc1ccc(S(=O)(=O)NN2C(=O)c3ccccc3NC2c2ccccn2)cc1 (stereo not drawn)
 : 18.4, 0.9, /, -5.7, 0.0, -3.7, -3.7, -1.4
- COc1ccc(C(=O)CSc2n[nH]c(=O)[nH]c2=O)cc1
 : -0.7, -8.5, 0.5, -0.9, 0.1, -13.5, -3.1, 6.7
- Cc1ccc(S(=O)(=O)N2C[C@@H](O)COC[C@H]3O[C@@H](CC(=O)N[C@@H]4CCN(Cc5ccccc5)C4)CC[C@@H]32)cc1
 : -1.7, 10.2, 10.8, 2.8, 0.4, -5.4, 0.9, 4.2
- COc1ccc(C)c(NC(=O)C2CC(=O)NC3=C2C(=O)CCC3)c1 (stereo not drawn)
 : ?, -17.7, -5.3, -1.6, 0.2, 2.4, -4.7, -0.5
- O=C(OCCN1CCCCC1)c1ccccc1Cl
 : /, -2.9, 3.5, /, /, 4.8, /, -10.9
- Fc1ccc(NC(=S)NC2CC3CCCC(C2)N3Cc2cccs2)cc1 (stereo not drawn)
 : 1.8, -6.2, -2.1, 3.3, 0.0, 11.8, -27.8, 8.8
- CC1O[C@H](OC2C(COC3OC(CO)C(O)[C@H](O)C3O)OC(OC3CC[C@]4(C)C(CC[C@@]5(C)[C@@H]4C=C[C@]46OC[C@@]7(CCC(C)(C)C[C@H]74)C(O)C[C@@]56C)C3(C)C)C(O)C2O)C(O)C(O)C1O (stereo partly drawn)
 : 2.6, 1.4, 3.1, -3.6, 0.1, -6.0, 1.7, -9.1
- O=C(Nc1ccccc1C(=O)N1CCCCC1)NC1CCCCC1
 : 3.0, 6.8, -2.1, 3.2, -0.1, 6.4, 0.5, ?
- CC(=O)NCCC(=O)N(C)CC1CCN(CCc2cccc(C(F)(F)F)c2)CC1
 : -1.3, -11.0, -2.8, -3.3, 0.0, -10.1, 3.1, 0.3
- Cn1nnnc1Sc1ncnc2scc(-c3cc4ccccc4o3)c12
 : /, 89.9*, -2.6, -5.9, 1.6, /, 11.9, -17.5
- CC(=O)c1cccc(NC(=O)NNC(=O)CCC(=O)Nc2ccc(C)c(C)c2)c1
 : -1.5, 6.1, -6.8, 0.3, 0.1, -8.3, 3.8, 1.8
- C[C@H](CO)N1C[C@H](C)[C@@H](CN(C)C(=O)CC2CC2)Oc2ncc(C#CCC3CCCC3)cc2C1=O
 : 4.8, -1.2, 4.4, 0.1, -0.2, -15.4, 9.4, -2.7
- O=C(CCS(=O)(=O)c1ccc(Br)cc1)Nc1ccccn1
 : /, 9.0, 1.8, /, 0.1, 21.6, /, /
- COc1ccc(Cl)cc1-c1nc(N)nc(N(C)C)n1
 : /, -2.0, -14.1, /, -0.1, 17.2, /, /
- COC(Cn1c2c(c3cc(C)ccc31)CCCC2NCc1ccccc1)OC (stereo not drawn)
 : 13.3, 10.6, /, 1.1, 0.0, -25.1, 20.3, 2.0
- CCc1ccc(OC)c(S(=O)(=O)Nc2ccc(Cc3ccncc3)cc2)c1
 : -0.8, 23.7, -6.3, -0.4, /, -18.5, 48.1, 0.1
- COC(=O)CSc1nc(N)c(C#N)c(CC(C)C)c1C#N
 : -2.3, -7.5, /, /, -0.1, /, 7.7, 0.3

Of the compounds above, these have a COOH group.
Each structure is followed by: DENV2 CPE rescue, PAX8 inh HTS, ARNT TACC3 PPI, F508del corr, XiGFP reactiv, INS-1E GSIS act, EWS-Fli block, ERp5 inh
- CCn1cc(C(=O)O)c(=O)c2cc(F)c(N3CCN(C(=S)Nc4ccccc4OC)CC3)cc21
 : 10.3, -0.2, -3.1, 0.8, -0.1, 30.7, 2.0, ?
- Cc1ccc(-c2cc3c(n2-c2ccc(C(=O)O)cc2)CCCC3=O)cc1
 : /, -16.5, 4.7, /, 0.1, 28.1, /, /

More results
Each structure is followed by: DENV2 CPE rescue, PAX8 inh HTS, ARNT TACC3 PPI, F508del corr, XiGFP reactiv, INS-1E GSIS act, EWS-Fli block, ERp5 inh
- Clc1ccc(C2[C@H]3CN(Cc4cccnc4)[C@H](c4ccccc4)C34CC2(c2ccccc2)C4)cn1 (stereo partly drawn)
 : -10.2, 7.7, 1.1, 3.8, 0.0, -1.3, -2.6, 4.1
- CC(C)NC(=O)Nc1ccc2c(c1)CC(=O)N([C@@H](C)CO)C[C@H](C)[C@H](CN(C)Cc1ccc(C(=O)O)cc1)O2
 : 17.2, 3.5, -14.4, 0.2, -0.2, 4.3, -3.4, 7.8
- CCc1nc2c(OCC(N)=O)cccn2c1N(C)C(=O)C(C)C
 : 0.6, -15.9, /, -0.5, 0.0, 14.8, 21.5, 3.9
- CC(C)=CC(=O)OCc1csc(CC(=O)Nc2ccccc2C)n1
 : 0.0, -2.4, -1.5, 0.2, 0.2, -8.6, -31.1, -1.2
- Cc1ccc(S(=O)(=O)N(C)C[C@H]2OCCCC[C@@H](C)Oc3ccc(NS(=O)(=O)c4c(C)noc4C)cc3C(=O)N([C@H](C)CO)C[C@H]2C)cc1
 : 20.6*, 40.1, -0.4, -3.5, 0.1, -26.6, 22.2, -1.0
- CCc1ccc(NC(=O)CC2C(=O)N(c3ccc(OC)cc3)C(=O)N2CCOC)cc1 (stereo not drawn)
 : -5.2, -33.5, 13.7, 0.5, 0.0, -4.1, 37.6, 0.0
- Cc1cc(Br)ccc1OCC(=O)NNC(=O)c1ccc(NC(=O)C2CC2)cc1
 : -0.1, /, -6.2, -2.8, /, 35.9, -0.2, -1.8
- N#C[C@H]1[C@H](c2ccc(-c3ccccc3F)cc2)[C@@H](CO)N1C(=O)C1CC1
 : 30.0*, -3.6, -3.9, 2.2, 0.0, 6.7, 2.9, -0.7
- O=C(NC1CCCCCCC1O)c1ccccc1 (stereo not drawn)
 : -4.2, -11.6, -6.4, -1.4, 0.1, 1.1, -8.2, 1.0
- COC(=O)Nc1ccc(C)c(NC(=O)OC)c1
 : -0.2, /, -8.3, -0.8, /, 7.8, 7.5, 3.0
- CC1Cc2ccccc2N1C(=O)COC(=O)c1ccccc1NCCO (stereo not drawn)
 : -1.2, -101.9, -14.3, -0.5, 0.1, -6.7, -4.9, 4.7
- C[C@H](CCC(=O)NCC(=O)O)[C@H]1CC[C@H]2C3[C@H](O)C[C@@H]4C[C@H](O)CC[C@]4(C)[C@H]3C[C@H](O)[C@]12C (stereo partly drawn)
 : 11.3, -2.8, 3.7, /, 0.0, /, 1.1, 5.0
- CCc1ccc(NC(=O)Cn2nnc(C(=O)NCc3ccc(OC)cc3)c2N)cc1
 : 1.0, 2.5, -9.5, 0.0, 0.2, 6.1, 10.2, -4.7
- Clc1ccc(OCCOCCOc2cccc3cccnc23)c(Br)c1
 : /, 4.4, 0.6, /, 0.3, -15.8, 0.9, 3.1
- CC1=C(C#N)C(c2ccc(O)cc2)C2=C(CCCC2=O)N1 (stereo not drawn)
 : -5.6, 1.8, -3.3, -0.6, 0.0, 13.5, -6.4, 5.4
- Cc1ccc(-c2csc3ncnc(SCC(=O)O)c23)cc1
 : -3.2, -2.2, -4.7, 2.3, 0.2, 13.8, -3.2, -2.4
- COc1ccc(CNC(=O)CCC2N=C3c4ccccc4N=C(SCC(=O)NCC4CCCO4)N3C2=O)cc1 (stereo not drawn)
 : -0.2, -1.5, -3.8, 0.1, 0.0, 43.0, /, 3.1
- COc1ccc(N2CCN(S(=O)(=O)c3ccc4c(c3)OCCO4)CC2)cc1
 : -7.1, 8.1, 3.6, -0.7, 0.1, 29.8, 11.9, -6.1
- CCN(CC(=O)NCc1ccc(Cl)cc1)C(=O)CCOc1ccccc1C
 : ?, 26.5, -11.3, 2.5, 0.0, -44.6, 1.4, -2.7
- CS(=O)(=O)c1cccc(S(=O)(=O)N2CCCCCC2)c1
 : 10.1, 6.4, /, -1.5, 0.3, -3.7, 1.7, 3.6
- CC(=O)NNc1nc(-c2ccc(NC(C)=O)cc2)cs1
 : -3.4, -19.7, 5.6, -3.7, 0.3, -4.0, 8.5, -4.6
- CN(C)S(=O)(=O)c1cccc(NC(=O)CN2C(=O)NC3(CCc4ccccc4C3)C2=O)c1 (stereo not drawn)
 : -3.0, 2.2, -1.5, -3.2, 0.0, -3.2, 2.5, -4.1
- CCOC(=O)C1CCN(c2cc(=O)n(Cc3ccc(F)cc3)c(=O)[nH]2)CC1
 : -10.5, 4.6, -0.2, -2.5, -0.1, 2.1, -3.5, 4.3
- COc1ccc(S(=O)(=O)Nc2ccc3c(c2)CC(=O)N([C@@H](C)CO)C[C@@H](C)[C@@H](CN(C)C(=O)Nc2c(C)noc2C)O3)cc1
 : 29.8*, -32.3, 10.9, 3.1, 0.2, 11.1, 0.1, 0.5
- Cc1ccc(S(=O)(=O)c2c(C)nn(-c3ccccc3)c2OC(=O)c2ccc(Br)o2)cc1
 : /, -8.2, 1.0, /, 0.3, -5.6, 3.8, /
- COC(=O)c1ccccc1OCCOCCOc1cccc2cccnc12
 : -5.4, 8.4, -1.8, /, 0.0, -4.7, 7.8, 5.7

High-throughput results (PubChem)
